GSTO1 inh: counter-screen for RBBP9 inhibitors: inhibitors of human GSTO1; recombinant GSTO1, activity-based probe fluorescence polarization; inhibition, % at 5.96 µM; 300,000 compounds, 1.1% hits; AID 1974;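 active = inhibition above the campaign mean inhibition plus 3 SD, cut at about 35% in these data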;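 also: 0% = GSTO1-1 with DMSO and 100% = wells lacking GSTO1-1 enzyme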
BCLXL inh: blocks human Bcl-xL binding to Bim BH3 peptide; Q07817; GST-Bcl-xL / FITC-Bim BH3 peptide fluorescence polarization; inhibition, % at 10.9 µM; 320,000 compounds, 0.7% hits; AID 2129;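 active = inhibition above the mean of all tested compounds plus 3 SD, cutoff set per campaign, cut at about 30% in these data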;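 also: 0% = DMSO wells and 100% = unlabeled Bim-BH3 peptide competitor; inhibitors lower millipolarization by displacing the labeled peptide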
Target sequence (Q07817 whole entry, looked up): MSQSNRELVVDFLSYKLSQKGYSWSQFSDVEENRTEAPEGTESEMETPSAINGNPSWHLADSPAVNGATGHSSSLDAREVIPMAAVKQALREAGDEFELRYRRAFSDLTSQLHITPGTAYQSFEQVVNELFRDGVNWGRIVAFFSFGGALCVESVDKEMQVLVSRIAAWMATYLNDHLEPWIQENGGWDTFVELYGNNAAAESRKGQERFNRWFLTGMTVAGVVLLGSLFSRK
MEX-5 binding: C. elegans MEX-5 TCR-2 RNA binding activity; activity score (negative = inhibition of binding), % at 10 µM; MEX-5/FITC-TCR2 RNA binding, fluorescence polarization; active compounds read low; 300,000 compounds, 0.38% hits;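 active = inhibition past about -25% in most replicates, and total fluorescence under double the plate's negative control median, limit read from the data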;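 also: 0% = DMSO and -100% = 5 µM competing unlabeled TCR2 RNA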
PAD4 FP inh: blocks human protein arginine deiminase 4 | inhibition, % at 6.36 µM | 330,000 compounds, 0.41% hits | Q9UM07 | recombinant PAD4, RCA probe fluorescence polarization;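 active = percent inhibition above a cutoff equal to the mean of all tested compounds plus 3 SD, cut at about 15% in these data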;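 also: 0% = PAD4 with RCA probe and DMSO and 100% = probe without PAD4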
Target sequence (Q9UM07 whole entry, looked up): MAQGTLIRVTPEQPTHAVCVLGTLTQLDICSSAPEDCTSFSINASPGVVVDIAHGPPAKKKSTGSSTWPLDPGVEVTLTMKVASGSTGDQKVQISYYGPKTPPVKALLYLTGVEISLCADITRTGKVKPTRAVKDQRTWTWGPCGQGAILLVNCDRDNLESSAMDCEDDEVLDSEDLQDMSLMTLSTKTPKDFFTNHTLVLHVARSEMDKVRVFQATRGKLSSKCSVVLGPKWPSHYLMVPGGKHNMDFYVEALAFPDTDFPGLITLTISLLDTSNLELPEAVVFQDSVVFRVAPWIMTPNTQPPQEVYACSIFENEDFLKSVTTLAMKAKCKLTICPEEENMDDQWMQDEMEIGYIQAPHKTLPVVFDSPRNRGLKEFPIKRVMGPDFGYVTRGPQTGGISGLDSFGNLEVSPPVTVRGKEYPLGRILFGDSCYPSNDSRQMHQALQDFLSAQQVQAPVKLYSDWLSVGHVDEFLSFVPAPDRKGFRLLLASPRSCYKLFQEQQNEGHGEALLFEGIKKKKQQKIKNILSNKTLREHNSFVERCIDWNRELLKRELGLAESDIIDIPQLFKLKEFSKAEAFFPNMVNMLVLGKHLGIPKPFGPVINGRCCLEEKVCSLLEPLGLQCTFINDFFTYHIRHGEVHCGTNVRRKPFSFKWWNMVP
TPT1 inh: C. albicans TPT1 enzyme inhibition; recombinant caTPT1, FP RNA substrate dephosphorylation; inhibition, % at 5 µM; 300,000 compounds, 0.81% hits; AID 1962;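 active = inhibition above the mean of all tested compounds plus 3 SD, set per screening campaign, cut at about 24% in these data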;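 also: plate controls were DMSO alone for no effect and ferristatin control at 100 nM for full effect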
MCL1 BIM primary: MCL1-BIM-BH3 interaction inhibition (human). GST-MCL1 / FITC-Bim-BH3 fluorescence polarization. inhibition, % at 10.9 µM. 320,000 compounds, 0.68% hits. AID 2057;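 active = inhibition above the mean inhibition of all tested compounds plus 3 SD, set per campaign, cut at about 40% in these data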;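 also: 0% = DMSO wells and 100% = unlabeled Bim-BH3 peptide control; higher means more loss of mP so more displacement of Bim peptide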
PME-1 inh: PME-1 (human) inhibition. Q9Y570. recombinant PME-1, FP-Rh probe fluorescence polarization. inhibition, % at 5.9 µM. 320,000 compounds, 0.53% hits. AID 2130;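 active = inhibition above the campaign mean of all compounds plus 3 SD, cut at about 26% in these data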;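 also: competitive labeling of PME-1 active site by serine hydrolase directed probe; 0% = PME-1 with DMSO and 100% = wells lacking PME-1 enzyme; inhibitors block probe labeling so polarization falls and inhibition rises; many of its hits are not listed in these tables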
Fam108B inh: counter-screen for RBBP9 inhibitors: inhibitors of mouse Fam108B | inhibition, % at 9.51 µM | recombinant Fam108B, FP-Rh probe fluorescence polarization | 300,000 compounds, 0.33% hits;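 active = inhibition above the screen mean inhibition plus 3 SD, computed separately per campaign, cut at about 18% in these data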;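 also: inhibitors lower polarization as less probe binds the enzyme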
GLD-1 RNA inh: GLD-1-TGE RNA interaction inhibition (C. elegans). Q17339. purified GLD-1 + fluorescein TGE RNA, fluorescence polarization. inhibition, % at 5.96 µM. 320,000 compounds, 0.44% hits. AID 2280;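 active = percent inhibition above a per-plate cutoff, the plate mean of test compounds plus 3 SD, cut at about 30% in these data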;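 also: 0% = DMSO wells with GLD-1 and probe and 100% = wells lacking GLD-1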
Numbers without * were called inactive; x = no result given.

SMILES	GSTO1 inh	MCL1 BIM primary	PAD4 FP inh	BCLXL inh	PME-1 inh	MEX-5 binding	Fam108B inh	TPT1 inh	GLD-1 RNA inh
Cc1ccc(C(CNS(=O)(=O)c2ccc([N+](=O)[O-])cc2)N2CCN(C)CC2)cc1 (configuration not stated)	1	-1	-4	4	6	0.3	1	1	2
Cc1cccc(CCNS(=O)(=O)c2ccc(S(=O)(=O)N3CCCCC3)cc2)c1	-5	5	0	0	-8	0.5	7	0	-6
CCC(=O)N(C)CCc1cc2c(c(OC)c1/C=N/NS(=O)(=O)c1ccc(C)cc1)OCO2	1	-3	-3	5	0	1.3	-5	-2	2
CS(=O)(=O)Nc1ccc(C(=O)N2CCCCC2)cc1	-3	3	-2	8	1	-2.7	-1	0	6
O=C1CCc2cc(S(=O)(=O)NC(Cc3ccccc3)C(=O)NCC3CCCO3)ccc2N1 (configuration not stated)	10	-3	3	-3	-6	-0.1	-3	0	-5
CC(C)NC(=O)c1cc2cc([N+](=O)[O-])ccc2s1	-3	0	-7	9	-5	-0.3	3	0	-4
CC1(C)Cc2c(cnn2-c2ccccc2)C(=O)/C1=N\NC(=O)c1ccccc1N	6	4	-3	1	2	0.5	2	-3	-6
Cn1nc(C(C)(C)C)cc1C(=O)NN1CCOCC1	1	9	0	7	-1	-0.7	-1	-1	7
CCOc1ccc(CCNC(=O)Nc2cccc(OC)c2)cc1OCC	-3	11	-1	7	-3	-1.8	2	-4	-4
CC1CC(C)CN(S(=O)(=O)c2ccc3c(c2)oc(=O)n3CC(=O)NCc2cccnc2)C1 (configuration not stated)	2	4	-6	1	2	1.1	2	-2	2
O=C(C1CCN(S(=O)(=O)c2cccc3cccnc23)CC1)N1CCN(c2ccc(Cl)cc2)CC1	4	1	0	3	16	3.5	2	-6	-5
CC(NC(=O)c1ccncc1)c1ccc(Cl)cc1Cl (configuration not stated)	-9	-8	0	2	0	-0.7	-2	-2	5
Cc1ccc(C)c(CNS(=O)(=O)c2c(C(=O)N3CCCC3)c(C)n(C)c2C)c1	-11	-10	-1	-3	3	-1.1	2	-2	-8
O=C(CN1CCCC1c1cccs1)N1CCN(S(=O)(=O)c2cccc(F)c2)CC1 (configuration not stated)	x	8	-5	5	0	x	x	x	-4
Cc1ccccc1C(=O)Nc1cccc(N)c1	-5	6	-3	4	4	-0.5	-5	-1	1
CCN1CCN(C(c2cccs2)C(C)NC(=O)C(C)C)CC1 (configuration not stated)	16	2	-1	6	-4	0.7	9	-7	0
CCC(=O)Nc1ccc(C(=O)NNC(=O)Cc2ccccc2)cc1	2	11	0	5	1	0.3	4	-5	1
O=C(N/C(=C/c1cccs1)C(=O)N1CCCCCC1)c1ccccc1	4	0	-1	3	1	-4.0	2	-2	6
Cc1nn2c([nH]c(=O)c3ccccc32)c1C=O	-1	2	-3	-1	-1	-1.0	0	0	4
CC(C)CNC(=O)COC(=O)c1ccc(Cl)c(S(=O)(=O)N2CCc3ccccc32)c1	3	-1	-2	5	1	1.3	1	0	-6

SMILES	GSTO1 inh	MCL1 BIM primary	PAD4 FP inh	BCLXL inh	PME-1 inh	MEX-5 binding	Fam108B inh	TPT1 inh	GLD-1 RNA inh
CCN1C(=O)C2(SC(NC(C)=O)=NN2C(C)=O)c2cc(C)cc(C)c21 (configuration not stated)	5	8	0	5	-9	0.0	4	-1	6
CCOC(=O)N1CCN(C(=O)Nc2ccccc2)CC1	-2	1	1	1	-3	1.6	-7	-2	3
COCCNC(=S)N/N=C/c1ccccc1C(=O)O	2	2	-2	2	-6	-2.1	0	-2	7
O=C(/C=C/c1ccccc1[N+](=O)[O-])NCC1CCCO1 (configuration not stated)	3	8	-2	0	-2	-1.3	0	-3	3
O=C1CCC(C(=O)NCc2cccnc2)N1 (configuration not stated)	-3	4	0	0	-1	-1.4	-4	-1	-4
O=C1CN(C(=O)c2cc3ccccc3o2)c2ccccc2N1	-2	2	8	7	-4	3.1	-4	-2	-8
O=S(=O)(CCN1C=CC(C(F)(F)F)=NCC1)c1ccc(F)cc1	0	3	0	6	3	0.6	-1	-4	2
N#Cc1cnn(-c2ccccc2)c1N	-1	1	4	3	-3	-5.9	2	-2	6
CCOCCCNC(=S)Nc1ccc2nc(N3CCCC3)cc(C)c2c1	0	-1	-3	-2	4	-2.4	2	1	-12
CCOC(=O)C1CCN(C2CC(=O)N(c3cccc(Cl)c3)C2=O)CC1 (configuration not stated)	-3	3	-4	8	-1	0.9	6	-4	0
COc1cc(CCC(=O)OCc2ccccc2C#N)cc(OC)c1OC	-3	0	-4	3	0	2.5	-1	0	1
CCOC(=O)c1csc(NC(=O)c2ccc(OCC)cc2)n1	2	3	-2	4	-58	2.2	1	-1	1
COc1ccc(C(=O)Nc2ccccc2C(=O)N2CCOCC2)cc1	1	-7	-3	-3	-1	-3.0	-2	0	-9
COc1cccc(CNC(=O)C2CCN(C(=O)N3CC(C)Oc4ccccc43)CC2)c1 (configuration not stated)	2	1	-4	3	-3	1.2	2	0	-2
CCCCCCCCNC(C)C(O)c1ccc(SC(C)C)cc1 (configuration not stated)	2	0	-4	-1	3	0.7	6	0	4
COCCN(C(=O)COc1ccccc1)c1nnc(-c2cccnc2)s1	-9	-3	5	1	2	-1.4	-1	2	-3
Cc1sc(N2C(=O)C3C(C2=O)[C@H]2C=C[C@@H]3C2)c(C#N)c1C (some centres not stated)	7	1	-3	3	-3	-5.2	3	4	-3
O=[N+]([O-])c1ccc(N/N=C/c2c[nH]c3ccccc23)cc1	-22	-71	-24	-28	11	0.1	2	125*	-25
COc1ccccc1/C=C/CN1CCC(n2nccc2NC(=O)CCc2ccccc2)CC1	7	11	-1	7	8	-1.3	-2	0	5
CCOc1ccc(C(=O)COC(=O)c2cc(=O)[nH]c3ccccc23)cc1	-2	-2	3	3	-5	0.1	-5	3	-2

SMILES	GSTO1 inh	MCL1 BIM primary	PAD4 FP inh	BCLXL inh	PME-1 inh	MEX-5 binding	Fam108B inh	TPT1 inh	GLD-1 RNA inh
C=C(C)C(=O)Nc1ccc(NC(C)C)cc1	1	10	-6	1	-7	-2.9	-8	-2	-6
CN1CCN(c2ccc(S(=O)(=O)N3CCCCC3)cc2NC(=O)COc2ccc([N+](=O)[O-])cc2)CC1	3	-12	-1	-9	10	-0.6	-2	0	0
CCc1noc(C)c1C(=O)N1CCCSC1=Nc1ccccc1	2	-9	3	-5	-1	-2.0	-2	4	5
Cc1ccc(S(=O)(=O)NCCNc2ccccc2[N+](=O)[O-])cc1	6	5	-1	3	5	1.3	3	2	-8
O=C(O)c1[nH]c2ccccc2c1CC(=O)N1CCOCC1	4	5	2	6	3	-1.4	2	-1	-1
Cc1ccn2c(C(=O)N/N=C/c3ccc(CNC(=O)C(=O)Nc4ccc(C)c(C)c4)o3)c(C)nc2c1	-8	5	-1	6	2	-3.0	4	1	9
O=C(COC(=O)c1ccc(OC(F)F)cc1)NCCCN1CCCC1=O	14	-6	4	3	-5	-0.8	8	-4	6
O=C(CSc1ccc(-c2ccncc2)nn1)c1ccccc1	3	2	3	9	0	2.3	3	0	-10
COc1ccc(C2(CNC(=O)c3ccc(OC)c([N+](=O)[O-])c3)CCCCC2)cc1OC	1	-2	-1	0	-4	0.0	6	-1	2
CC(C)NC(=O)CN1CCN(c2ncccn2)CC1	-12	3	-1	4	-4	-1.4	-5	-2	0
CCCCn1c(SCC(=O)Nc2cc(C)on2)nc2ccccc2c1=O	1	-6	1	-3	7	0.8	-3	-4	1
COc1ccc(N2C(=O)CC(NC34CC5CC(CC(C5)C3)C4)C2=O)c(OC)c1 (configuration not stated)	0	1	1	9	-2	1.6	3	-1	3
COc1ccc(NC(=O)COC(=O)/C=C/c2ccccc2[N+](=O)[O-])cc1	3	-2	-2	2	2	-0.2	-2	1	3
COc1ccc(NC(=O)C2CCN(S(=O)(=O)c3cccc4nonc34)CC2)cc1OC	10	-4	1	3	0	0.1	0	-1	3
OCCOCCn1c(-c2ccccc2)nc(=S)c2c1CCCC2	4	12	4	3	-3	1.2	2	0	0
O/N=C(\C[n+]1ccccc1)c1ccc(Br)cc1	-1	-3	-2	-3	0	0.9	0	-3	-9
CCC(C)C(NC(=O)OC(C)(C)C)C(=O)NC(C(=O)NC(C)C(N)=O)C(C)C (configuration not stated)	3	4	-5	8	-5	0.4	-1	0	1
N#Cc1ccccc1OCC(=O)Nc1c(C(=O)C2CC2)oc2ccccc12	81*	0	0	3	3	-1.2	-4	-4	-4
COc1cc(CC(=O)OCC(=O)Nc2ccc3c(c2)OCCO3)cc(OC)c1OC	-1	0	-7	-1	-1	0.2	-2	3	1
COCCCNCCCCOc1ccc(C)cc1[N+](=O)[O-]	-5	0	3	-1	-7	1.6	-1	1	-1

Structures from the list above that have a COOH group:
SMILES	GSTO1 inh	MCL1 BIM primary	PAD4 FP inh	BCLXL inh	PME-1 inh	MEX-5 binding	Fam108B inh	TPT1 inh	GLD-1 RNA inh
COCCNC(=S)N/N=C/c1ccccc1C(=O)O	2	2	-2	2	-6	-2.1	0	-2	7
O=C(O)c1[nH]c2ccccc2c1CC(=O)N1CCOCC1	4	5	2	6	3	-1.4	2	-1	-1

Following part
SMILES	GSTO1 inh	MCL1 BIM primary	PAD4 FP inh	BCLXL inh	PME-1 inh	MEX-5 binding	Fam108B inh	TPT1 inh	GLD-1 RNA inh
COc1ccc(S(=O)(=O)NCC(c2cccnc2)N2CCN(C)CC2)cc1OC (configuration not stated)	3	1	-5	4	0	-0.3	-2	-3	11
COc1cccc(CN2CCNC(=O)C2CC(=O)N(C)C2CCCCC2)c1 (configuration not stated)	4	13	-3	14	5	1.1	1	-2	4
Cc1cc(Cl)c(S(=O)(=O)N2CCN(c3ccc(F)cc3)CC2)cc1OCC(=O)NC1CCCCC1	-3	6	2	6	-7	-2.8	-3	2	11
C=CCn1c(-c2ccc(OC)c(OC)c2)cs/c1=N\c1ccccn1	-3	-3	-1	-11	-9	0.4	-2	7	9
O=C(NCc1cc(C(F)(F)F)cc(C(F)(F)F)c1)C12CN(Cc3ccccc3)CC1C(c1cccc([N+](=O)[O-])c1)=NO2 (configuration not stated)	-3	2	2	5	-5	0.3	-5	2	1
COc1ccc(N(C)S(=O)(=O)c2cccc(C(=O)Nc3nnc(C)s3)c2)cc1	x	8	3	7	0	x	x	x	6
O=C(CSc1oc(-c2ccccc2)nc1S(=O)(=O)c1ccccc1)NCC1CCCO1 (configuration not stated)	-2	-5	-6	-2	0	-0.9	-2	3	6
Cc1cccc(NCC(=O)N/N=C\c2ccc[nH]2)c1	6	0	-1	1	2	0.3	2	4	4
O=S(=O)(NCCCc1ccccc1)c1cccc2nsnc12	1	-2	3	0	1	3.4	0	5	-1
CCNC(=S)N/N=C/c1cc(C)n(-c2ccc(Cl)cc2)c1C	-3	9	1	4	-1	2.0	-1	0	0
CN(C(=O)COC(=O)c1cc2c(s1)CCCCC2)C1CCS(=O)(=O)C1 (configuration not stated)	-2	-8	4	4	7	-1.5	-3	-2	-3
CC(=O)c1ccc(N(C(=O)CNC(=O)c2ccco2)C(C(=O)NC2CCCC2)c2cccnc2)cc1 (configuration not stated)	6	-1	6	4	0	-0.1	-1	-2	0
COc1ccc(CN2CCN(C(=O)CCC(=O)Nc3nnc(CC(C)C)s3)CC2)cc1F	-5	1	0	1	-6	-0.6	1	1	1

An excerpt; the hit share may differ from the screen's.
